# HRP luminol no ALR – HRP/luminol detection interference without ALR, dose response, artefact control for ALR inhibitor project, biochemical, luminescence, no ALR or DTT. HRP/H2O2 luminol luminescence counterscreen, no ALR. AC50 in µM for hits, for the others activity change, negative = inhibition, % at the top dose, mostly 10 µM. actives 15% (n = 2,500). AID 540356;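 active = signal-lowering compounds whose fitted half-maximal concentration AC50 is no higher than ten times their top tested concentration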;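 note: 0% = median of neutral control wells and -100% = median of quercitin 100 µM wells; many of its hits are not listed in these tables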
# Starred values were filed as active, the others as inactive. The list is partial (hit frequency here may not be typical).
SMILES,HRP luminol no ALR
Cc1cc(C)c2c(c1)-c1cc(C)nn1C(c1cccnc1)N2 (stereo not drawn),-5.3%
CCN(CC)c1ccc(CNCCc2ccccc2F)cc1,-3.7%
CC(C)(C)N1C(=O)NC(=O)/C(=C\c2ccc3c(c2)CCN3CCCCl)C1=O,-2.5%

# Two successive compounds already listed:
SMILES,HRP luminol no ALR
Cc1cc(C)c2c(c1)-c1cc(C)nn1C(c1cccnc1)N2 (stereo not drawn),-5.3%
CCN(CC)c1ccc(CNCCc2ccccc2F)cc1,-3.7%
